B2AR arrestin: agonists driving beta-arrestin recruitment to human beta2-adrenergic receptor. 330,000 tested, 0.02% active. beta-arrestin recruitment to beta2AR, cell-based reporter. Potency, µM (titrated, usually from 46.1 µM), inactives show top-dose activation, actives largely listed as activators;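 also: potency is read from the fitted curve at half-maximal effect; 0% = DMSO controls and full agonism = EC100 isoproterenol or metaproterenol; nearly all actives have a fitted effect of over 65% in size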
Menin-MLL TR inh: displaces Texas Red mutant MLL peptide from human menin. O00255. Menin + Texas Red MLL mutant peptide, fluorescence polarization. Potency, µM (highest dose often 61.6 µM), for the others: at the highest dose FP activity change, negative = inhibition, usual class: inhibitors. 270,000 tested, 0.23% active. AID 1768; active = well fitted inhibition curve with a large enough effect in the polarisation, with a control signal flat, not every such curve was filed as active; inconclusive = small, poorly fitted or top-dose-only effect, or effect the other way, or a change in a side signal; inactive = no such curve, though single readings can be large or run the other way; the % refers to the polarisation; also: potency is read from the fitted curve at half-maximal effect; % of control where 0% means no effect; many of its hits are not listed in these tables
Tb PFK inh: inhibitors of T. brucei phosphofructokinase; O15648; Potency, µM (doses to about 57.5 µM), for the others: at the top dose activity, negative = inhibition, hits mostly inhibitors; T. brucei PFK, ADP-Glo luminescence; 330,000 tested, 0.17% active;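 also: potency is read from the fitted curve at half-maximal effect; 0% = uninhibited 1x PFK enzyme wells and -100% = no-enzyme wells; nearly all actives have a fitted effect of over 60% in size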
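Activity is normalized to no-enzyme wells (full inhibition) and 1.25 nM enzyme wells (no inhibition). Reaction: 0.5 mM F6P, 0.1 mM ATP, 45 min RT, ADP-Glo luminescence; concentration-response curves fitted and classed by quality.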
ASM inhibitor: blocks human secretory acid sphingomyelinase | P17405 | placental ASM, HMU-PC fluorogenic substrate, 60 min | Potency, µM (doses to about 57.5 µM), without a hit: at the top dose activity change, negative = inhibition, actives largely listed as inhibitors | 340,000 tested, 0.006% active | AID 504937; also: potency is read from the fitted curve at half-maximal effect
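Steps: dispense placental human ASM, pin compound, wait 10 min at room temperature, add HMU-PC0 substrate at 9 uM final, incubate 60 min at 37 °C, add stop solution raising pH to 10, read fluorescence.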
a7 integrin act: integrin-mediated muscular dystrophy alleviation activation; alpha7betagal myoblasts, beta-gal FDG fluorescence, 48 h; Potency, µM (series often up to 38.3 µM), inactives show top-dose activation, usual class: activators; 350,000 tested, 0.064% active; AID 624291;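 also: potency is read from the fitted curve at half-maximal effect; 100% = response of the positive control SU9516; nearly all actives have a fitted effect of over 60% in size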
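Alpha7betagal+/- myoblasts (passage 13) were plated 16-24 hr, then exposed to compounds (1:260 dilution of DMSO stock) for 48 hours at 37C. After MPER lysis, β-galactosidase reporter activity was read as FDG fluorescence (ex 480/em 540) after 30 minutes.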
BCR signal inh: chronic active BCR signaling inhibition; ABC-DLBCL IkBa-CBG/CBR reporter, luminescence ratio, 4 h; Potency, µM (highest dose often 46.1 µM), without a hit: at the top dose ratio change, negative = lower green/red ratio, usual class: inhibitors; 340,000 tested, 0.05% active; active = well fitted inhibition curve with a large enough effect in the signal ratio, with a control signal flat, not every such curve was filed as active; inconclusive = small, poorly fitted or top-dose-only effect, or effect the other way, or a change in a side signal; the % refers to the signal ratio;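 also: potency is read from the fitted curve at half-maximal effect; plate controls were basal doxycycline-induced cells for no effect and cells given 10 µM MG132 for full effect; MG132 reads +100%, hits lower the ratio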
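Doxycycline induced both beetle luciferases in TMD8 lymphoma cells; IKK-driven degradation limits the IkappaBalpha-fused green signal, while red luminescence normalises for cell number and nonspecific effects. Compounds tested up to 46 uM, 4 hrs.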
PTAP TSG101 blk: blocks PTAP/TSG101 interaction to inhibit HIV-1 budding; Q99816; Fluorescence polarization, FITC-PTAP peptide / Tsg101 binding; Potency, µM (highest dose often 115 µM), without a hit: at the highest dose activity change, negative = inhibition, actives largely listed as inhibitors; 340,000 tested, under 10 active; AID 493005; active = well fitted inhibition curve with a large enough effect in the main read-out, with a control signal flat, not every such curve was filed as active; inconclusive = small, poorly fitted or top-dose-only effect, or effect the other way, or a change in a side signal; inactive = no such curve, though single readings can be large or run the other way; also: potency is read from the fitted curve at half-maximal effect; % of control where 0% means no effect
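Fluorescence anisotropy tracks displacement of a FITC-tagged PTAP peptide (50 nM) from the Tsg101 binding domain (10 uM), following a 20 min room-temperature incubation at pH 7.5.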
PKM2 activator: PKM2 (human) enzyme activation | purified PKM2, Kinase-Glo ATP luminescence, activation; response scale: 0% is enzyme alone, no compound | Potency, µM (titrated, usually from 57.5 µM), without a hit: top-dose activation, hits mostly activators | 260,000 tested, 0.34% active | AID 1631; also: potency is read from the fitted curve at half-maximal effect; % is scaled to controls: 0 for no effect and ±100 for the full control effect; nearly all actives have a fitted effect of over 55% in size
Target sequence (P14618 whole entry, looked up): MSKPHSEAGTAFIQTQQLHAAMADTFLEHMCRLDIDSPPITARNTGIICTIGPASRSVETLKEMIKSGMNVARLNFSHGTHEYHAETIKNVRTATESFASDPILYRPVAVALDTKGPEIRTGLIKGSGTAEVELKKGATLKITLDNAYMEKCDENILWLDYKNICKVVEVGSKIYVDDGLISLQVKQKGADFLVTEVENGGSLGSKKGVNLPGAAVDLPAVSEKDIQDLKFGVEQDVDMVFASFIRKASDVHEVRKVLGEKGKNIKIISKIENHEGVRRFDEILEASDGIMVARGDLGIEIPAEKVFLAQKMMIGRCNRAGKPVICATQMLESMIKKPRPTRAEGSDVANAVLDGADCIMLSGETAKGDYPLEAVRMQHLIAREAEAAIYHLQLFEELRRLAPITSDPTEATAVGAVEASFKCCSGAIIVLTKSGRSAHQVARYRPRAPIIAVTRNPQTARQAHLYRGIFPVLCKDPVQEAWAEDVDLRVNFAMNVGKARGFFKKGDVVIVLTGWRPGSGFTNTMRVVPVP
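Purified hPK-M2 (>95%) run at intermediate activity with 0.1 mM ADP and 0.5 mM PEP in 50 mM imidazole pH 7.2, KCl, MgCl2; 1 h room temperature. ATP formed read by Kinase-Glo luminescence; normalized to uninhibited and no-enzyme controls.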
Giardia killer: kills Giardia lamblia; Giardia lamblia trophozoite viability; activity change, % at 7.66 µM, hits read low; 340,000 tested, 0.15% active; AID 540267; in the data active = activity change below about -80%; inconclusive = between about -30% and that limit;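 also: parasites exposed to compound for two days anaerobically before the ATP read; % is scaled to controls: 0 for no effect and ±100 for the full control effect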
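Trophozoite viability was measured as ATP-dependent luminescence, read 15-30 min after reagent addition. Before that, parasites at 100 cells/well were exposed to compounds for 48 h, anaerobically, at 37 deg C.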
GALK inhibitor: galactokinase (human) inhibition; P51570; Purified GALK, Kinase-Glo residual ATP luminescence; Potency, µM (doses to about 57.5 µM), without a hit: top-dose activity change, negative = inhibition, usual class: inhibitors; 270,000 tested, 0.007% active; AID 1868; also: potency is read from the fitted curve at half-maximal effect; % is scaled to controls: 0 for no effect and ±100 for the full control effect
Target sequence (P51570 whole entry, looked up): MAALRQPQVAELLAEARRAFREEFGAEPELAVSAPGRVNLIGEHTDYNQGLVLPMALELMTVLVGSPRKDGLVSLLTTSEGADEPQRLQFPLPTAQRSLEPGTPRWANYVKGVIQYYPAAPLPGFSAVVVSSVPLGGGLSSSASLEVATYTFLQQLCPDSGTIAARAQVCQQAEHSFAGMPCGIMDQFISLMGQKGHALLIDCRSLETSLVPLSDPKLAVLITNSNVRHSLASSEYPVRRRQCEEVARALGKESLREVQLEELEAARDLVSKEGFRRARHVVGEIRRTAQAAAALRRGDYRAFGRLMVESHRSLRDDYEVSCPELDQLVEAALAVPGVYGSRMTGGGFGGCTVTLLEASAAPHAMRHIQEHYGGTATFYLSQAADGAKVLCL
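GALK at 5 nM final was combined with compound, 35 uM ATP and 100 uM galactose in HEPES pH8.0 with MgCl2 and DTT. The reaction ran one hour at room temperature before luminescent ATP detection.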
FBPA coupling cs: inhibits coupling enzyme system, counter-screen for aldolase hits. coupling enzyme system counterscreen, AmpLite Red fluorescence. activity change, negative = inhibition, % at 58.2 µM, hits read low. 290,000 tested, 0.67% active; in the data active = activity change below about -30%; also: % is scaled to controls: 0 for no effect and ±100 for the full control effect
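Compounds tested against the coupling enzymes alone at 57.5 uM final; readout was AmpLite Red fluorescence (525/598 nm) after 20 min at RT.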
* = called active by the depositor; ? = inconclusive; / = no result given; [ ] = remark or other dose. Unless noted, calls follow the shape of the dose curve; as a rule, active = well fitted curve in the direction sought with a large enough effect; inconclusive = small, poorly fitted or top-dose-only effect, or another doubt; inactive = no such curve, though single readings can be large; an effect the other way counts as inactive or inconclusive. This is a subset, so the mix of outcomes need not match the whole.

SMILES	B2AR arrestin	Menin-MLL TR inh	Tb PFK inh	ASM inhibitor	a7 integrin act	BCR signal inh	PTAP TSG101 blk	PKM2 activator	Giardia killer	GALK inhibitor	FBPA coupling cs
Cc1ccc(/C=N/NC(=O)CSc2nc3ccccc3n2Cc2ccc(Cl)cc2)o1	-0.5%	?	1%	-14%	-26%	?	-4%	?	9	-7%	3
COc1ccc(S(=O)(=O)N2C(=O)/C(=C3\SC(N)=NC3=O)c3ccccc32)cc1	0.2%	/	-2%	0%	12%	7%	-2%	-1%	20	-1%	4
O=C(Cn1nnc(-c2ccccc2F)n1)OCC(=O)c1ccccc1	-0.9%	?	6%	2%	-23%	?	1%	3%	-21	-1%	6
N=c1n(CCN2CCOCC2)c2ccccc2n1CC(O)COc1ccccc1 (stereo not given)	-0.8%	0%	-3%	2%	-22%	0%	-1%	-2%	0	-1%	0
CC1CCCN(CC(O)COc2ccc(S(=O)(=O)N3CCCC3)cc2[N+](=O)[O-])C1 (stereo not given)	-0.2%	/	-3%	0%	4%	-1%	0%	/	-3	/	/
CS(=O)(=O)Nc1ccccc1C(=O)OCC(=O)NC1CC1	0.0%	/	0%	10%	-19%	0%	-6%	/	-17	/	/
CCN1/C(=C\c2ccc3cc(C)ccc3[n+]2CC)Sc2cc(C)c(C)cc21	0.2%	?	-1%	-20%	0%	5%	13%	-6%	-11	-1%	2
COc1cc(OC)c(CN2CCN(c3ccc(F)cc3)CC2)cc1Br	-0.2%	-4%	-3%	-1%	23%	-7%	-2%	-5%	-6	0%	-1
CSc1cccc(NC(=O)CNS(=O)(=O)c2ccccc2)c1	-0.5%	9%	-2%	0%	-2%	0%	-3%	1%	-4	2%	0
COc1ccc(CNC(=O)COc2ccc(C(=O)c3ccc(F)cc3)cc2)cc1	2.5%	-8%	0%	11%	20%	?	-1%	-2%	-6	1%	1
Cc1cccc(C)c1OC(=O)CN1C(=O)c2ccccc2C1=O	0.5%	?	-2%	-1%	1%	-2%	2%	0%	-10	5%	1
NC(=O)CSc1nc2ccccc2n1Cc1ccccc1F	-0.2%	-16%	13%	4%	-18%	?	-5%	-10%	16	-5%	3
Cc1ccc(/C=N\NC(=O)COc2ccc(C)cc2[N+](=O)[O-])cc1	-0.2%	-20%	-3%	-11%	14%	2%	2%	1%	3	1%	-1
Cc1ccc(C(=O)Oc2cc(-c3ccccc3)no2)cc1	0.4%	-8%	1%	-1%	-2%	6%	-4%	-3%	6	1%	2
COc1ccc(C(=O)NNC(=O)Cc2nc3ccccc3n2C)cc1	0.4%	/	-1%	1%	-27%	?	-2%	/	2	/	/
Cc1ccc(CCNC(=O)C2CCCN(c3nc4ccccc4o3)C2)cc1 (stereo not given)	0.1%	?	-4%	0%	8%	0%	-1%	-21%	-7	0%	6
COc1ccc(-c2nnc3sc(CN4C(=O)c5ccccc5C4=O)nn23)cc1	-0.3%	4%	-5%	0%	-35%	-1%	-1%	-1%	4	4%	4
CCOC(=O)/C(=C/c1c(C)n(C)c2ccc([N+](=O)[O-])cc12)C(C)=O	0.1%	-2%	2%	-6%	-53%[inhibitor]	?	-2%	0%	13	-3%	-13
NS(=O)(=O)c1cccc(NC(=O)Cc2ccc(Cl)c(Cl)c2)c1	0.4%	?	6µM*	-1%	32%	-25%	-2%	2%	1	1%	1
COc1ccc(CCN(CC(=O)NC2CCCC2)C(=O)CCC(=O)Nc2cc(C)on2)cc1OC	1.0%	0%	-2%	2%	-15%	-1%	-7%	-29%	10	0%	0
Cc1ccccc1C#N	0.2%	/	2%	-3%	/	1%	-2%	/	6	/	/
Fc1ccccc1NC(=S)NCCc1cccc(Cl)c1	-0.6%	/	2%	0%	-49%[inhibitor]	?	-5%	-1%	-11	-4%	/
COc1ccc(NC(=O)CN(c2ccc(F)cc2)S(=O)(=O)c2ccccc2)c(OC)c1	-0.1%	22%	0%	-5%	0%	-4%	3%	13%[11.5 µM]	11	2%	-1
CC(=O)Nc1ccc(S(=O)(=O)NCc2ccc(C)n2C)cc1	-0.2%	-4%	-2%	4%	-6%	6%	0%	/	-3	-1%	0
O=C(Nc1ccc2c(c1)OCO2)C1CCCN(S(=O)(=O)Cc2ccccc2)C1 (stereo not given)	0.0%	7%	2%	3%	8%	?	-1%	-1%	-20	0%	-2
CCOc1cccc(-c2c(C(=O)N/N=C(\C)c3cccnc3)nnn2-c2nonc2N)c1	0.1%	/	0%	21%	-11%	-12%	-6%	/	-21	3%	/
CC(=O)N1CCN(c2ccc(NC(=O)c3ccc(Cl)cc3)cc2)CC1	-1.2%	-7%	2%	9%	9%	?	-4%	0%	-3	-1%	-1
CCN1C(=O)/C(=C\N2CCCc3ccccc32)SC1=S	-0.2%	-8%	23%	-13%	-12%	?	-2%	-1%	-6	0%	-10
C=CC(C)n1c(Br)nc2c1c(=O)[nH]c(=O)n2C (stereo not given)	0.0%	-10%	-4%	2%	4%	0%	-2%	0%	-22	4%	1
NC(=O)c1c(N)sc(=S)n1-c1ccccc1	-0.8%	-8%	?	-1%	7%	3%	1%	-3%	36[activator]	0%	5
CCCC/C(O)=C1\C(=O)CC(C)(C)CC1=NCCCCCC(=O)O	0.0%	0%	1%	2%	-34%	-6%	-3%	-5%	8	0%	0
CCOc1ccccc1N1CN(CC)CNC1=S	0.1%	-17%	-5%	4%	-11%	-21%	-7%	-3%	-10	/	0
C/C(=N\NC(=O)c1nnn(-c2nonc2N)c1CN(C)c1ccccc1)c1cccnc1	0.4%	15%	0%	3%	-30%	12%	2%	-1%[0.46 µM]	-6	6%	-27
COc1ccc(CN(C(=O)Cc2c[nH]c3ccccc23)C(C(=O)NC2CCCCC2)c2ccc(C)o2)cc1 (stereo not given)	-0.1%	6%	-1%	-12%	-58%[inhibitor]	?	-1%	5%	8	0%	-2
COc1ccc(OCC(=O)Nc2ccc(NC(=O)c3ccco3)cc2)cc1	0.0%	63%[activator]	-1%	-4%	7%	2%	0%	-2%	10	0%	5
O=C(c1cccc(F)c1)N1CCC(N2CCCCCC2)CC1	0.0%	1%	1%	-1%	9%	0%	-2%	-1%	1	5%	2
CCOC(=O)C1=C(C)OC(N)=C(C#N)C1c1ccc(C)o1 (stereo not given)	0.2%	7%	2%	3%	-13%	?	-9%	-2%	3	1%	0
Cc1cc2ccccc2n1CCNC(=O)C1CCCC1	0.3%	?	5%	3%	-7%	-7%	-4%	-2%	7	-4%	2
O=C(CN(C(=O)CNC(=O)c1cccs1)c1cccc(F)c1)NC1CCCCC1	-0.6%	-16%	6%	-5%	0%	-1%	0%	-1%	0	-2%	2
O=C(COC(=O)C1CCN(c2ccc(C(F)(F)F)cn2)CC1)Nc1ncc(Cl)cc1Cl	-0.5%	/	-5%	-6%	4%	?	0%	/	13	/	/
O=C(O)CNC(=O)/C(=C\c1ccco1)NC(=O)c1ccco1	-0.4%	8%	-11%	1%	-33%	7%	-4%	-3%[11.5 µM]	8	7%	-11
Cc1ccc(C(=O)Nc2ccc(C(=O)NCC3CCCO3)cc2)cc1 (stereo not given)	-1.2%	8%	-2%	0%	-2%	8%	-2%	0%	17	2%	0
Cc1c(Cl)cccc1NC(=O)CC1Oc2ccccc2NC1=O (stereo not given)	-0.5%	6%	-4%	9%	34%	?	-6%	/	15	3%	-1
CNc1snc(C)c1C(=O)OC(C)C(=O)Nc1ccccc1 (stereo not given)	0.1%	/	-1%	-1%	-4%	?	-2%	/	25	/	/
COc1ccc(NC(=O)COC(=O)CCC2CCCC2)c(OC)c1	0.5%	/	3%	-2%	13%	-1%	-1%	/	9	/	/
Cc1nc2c(sc3nc(N4CCOCC4)c4c(c32)CC(C)(C)OC4)c(-c2ccccc2)c1C(=O)O	-0.3%	/	2%	61%[activator]	0%	0%	2%	2%	-12	-3%	6
COCCSc1nnc(NC(=O)c2ccc(NC(C)=O)cc2)s1	-0.2%	15%	-4%	-1%	26%	11%	-3%	-11%	10	1%	5
Cc1cc(OCc2cc(C(=O)N(C)C(C)c3ccccn3)no2)cc(C)c1Cl (stereo not given)	-0.9%	27%	0%	-1%	?	-10%	0%	1%	18	-1%	-8
CC1=C(C)C(=O)N(C(C)CCc2ccccc2)C1=O (stereo not given)	0.0%	-23%	2%	-1%	-7%	-4%	-1%	0%	6	-1%	1

Assay outcomes: PubChem BioAssay, National Center for Advancing Translational Sciences (NCATS)
